LmPK inh = blocks Leishmania mexicana pyruvate kinase activity; Q27686; purified LmPK, Kinase-Glo ATP luminescence, 1 h; Potency, µM (series often up to 57.5 µM), for the others: at the highest dose activity change, negative = inhibition, hits mostly inhibitors; actives 0.37% (n = 290,000); AID 1721
Target sequence (Q27686 whole entry, looked up): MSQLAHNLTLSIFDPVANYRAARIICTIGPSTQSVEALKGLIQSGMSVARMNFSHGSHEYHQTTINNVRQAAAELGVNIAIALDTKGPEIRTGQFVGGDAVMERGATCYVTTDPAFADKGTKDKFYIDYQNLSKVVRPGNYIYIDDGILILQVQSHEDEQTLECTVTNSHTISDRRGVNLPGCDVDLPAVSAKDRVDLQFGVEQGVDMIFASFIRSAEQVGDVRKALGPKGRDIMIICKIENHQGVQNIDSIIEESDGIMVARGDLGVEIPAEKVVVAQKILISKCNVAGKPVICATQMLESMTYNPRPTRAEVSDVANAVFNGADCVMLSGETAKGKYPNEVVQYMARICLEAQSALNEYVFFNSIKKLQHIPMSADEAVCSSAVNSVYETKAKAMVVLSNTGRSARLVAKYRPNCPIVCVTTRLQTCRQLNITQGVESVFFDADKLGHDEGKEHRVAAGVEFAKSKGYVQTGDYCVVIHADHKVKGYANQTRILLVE
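Screened at intermediate enzyme activity to detect both inhibitors and activators: LmPK at 0.1 nM, with a 0.5 nM enzyme column as activation reference. PEP 0.5 mM, ADP 0.1 mM; ATP detected by luminescence after 1 h.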
Pf growth 96h = inhibits malaria parasite growth, 96 h | P. falciparum luciferase reporter growth, 96 h | Potency, µM (series often up to 28.7 µM), inactives show at the highest dose activity change, negative = inhibition, most hits filed as inhibitors | actives 6.9% (n = 320,000)
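Readout is luminescence from an integrated firefly luciferase in P. falciparum. Red cells, 2% hematocrit and 0.05% parasitemia final, were cultured with compound through two parasite generations (96 hours) at 37 C, 5% CO2.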
Sm TGR block = inhibitors of Schistosoma mansoni thioredoxin glutathione reductase; Q962Y6; purified TGR, DTNB reduction, TNB absorbance 405 nm; Potency, µM (highest dose often 114 µM), for the others: top-dose activity change, negative = inhibition, actives largely listed as inhibitors; actives 3% (n = 360,000); AID 485364; further: nearly all actives have a fitted effect of over 60% in size
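Kinetic colorimetric format: TGR-catalysed, NADPH-driven DTNB reduction monitored via TNB absorbance. Enzyme dispensed at 20 nM; compound exposure 15 min at room temperature before reaction start.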
HCV inh = inhibitors of hepatitis C virus infection; AID 651820; actives 3.4% (n = 340,000); Huh7.5.1 HCVcc-Cre infection, luciferase reporter, 44 h; Potency, µM (titrated, usually from 41.8 µM), for inactives: at the top dose activity change, negative = inhibition, actives largely listed as inhibitors
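Cells (1,000/well) were plated 4 h before compound, then infected with HCVcc-Cre virus (~0.5 moi). After 44 h further culture, infection was read as luciferase luminescence following a 15 min substrate incubation at room temperature.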
Pf growth 48h = inhibits P. falciparum growth in the first generation, 48 h; AID 504832; P. falciparum luciferase growth in erythrocytes, 48 h; Potency, µM (highest dose often 28.7 µM), for inactives: top-dose activity change, negative = inhibition, usual class: inhibitors; actives 5.9% (n = 310,000)
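Growth was read as firefly luciferase luminescence after a 48 h, 37 C, 5% CO2 exposure of compounds to reporter-bearing P. falciparum cultures (0.1% parasitemia, 2% hematocrit final) in Albumax-supplemented RPMI 1640.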
Tb PYK inh = blocks Trypanosoma brucei pyruvate kinase; Q57TT1; Potency, µM (series often up to 76.8 µM), for inactives: top-dose activity, negative = inhibition, usual class: inhibitors; AID 624173; actives 0.12% (n = 410,000); TbPYK enzyme, Kinase-Glo Plus ATP luminescence, 45 min; further: nearly all actives have a fitted effect of over 50% in size
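Screened from lowest to highest concentration, compounds were pinned into TbPYK/substrate mixtures, and ADP (130 uM final) was added. Plates sat at room temperature for 45 min prior to Kinase-Glo Plus detection by luminescence.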
The depositor's hits bear a star; ? = inconclusive; / = no result given; [ ] = another dose, or the depositor's remark. The call rests on the fitted dose curve; in most records, active means well fitted curve in the direction sought with a large enough effect; inconclusive means small, poorly fitted or top-dose-only effect, or another doubt; inactive means no such curve, though single readings can be large; an effect the other way counts as inactive or inconclusive. On the % scale 0 is the no-effect control and ±100 the full control effect; potency means the concentration at half of the fitted maximal effect.

Every second line gives: Tb PYK inh, Pf growth 48h, Pf growth 96h, Sm TGR block, HCV inh, LmPK inh
> COc1ccc(Nc2cc(C)c3ccc(O)cc3n2)cc1
    -0.5%, 0.37µM*, ?, 8.2%, ?, 2.1%
> COc1cccc(NC(=O)C2CCN(S(=O)(=O)c3ccc4[nH]c(=O)oc4c3)CC2)c1
    2.7%, -4.3%, -26.5%, 0.5%, 15.7%, -5.3%
> Cc1onc(-c2ccccc2)c1C(=O)N1CCN(c2ccccn2)CC1
    -1.5%, 70.5%[activator], 16.6%, -0.5%, -7.0%, -2.9%
> O=C(NCc1ccc(Cl)cc1)C1CCN(S(=O)(=O)c2cccs2)CC1
    -0.2%, 9.9%, 285.5%[activator], -5.6%, -15.6%, -2.0%
> COc1ccc(C2C(C#N)=C(N)N(Nc3ccccc3)C3=C2C(=O)CC(C)(C)C3)cc1C (configuration not stated)
    -3.0%, ?, ?, -26.7%, -25.9%, 4.1%
> CCCn1c(=N)n(CC(=O)c2ccc(Cl)c(Cl)c2)c2ccccc21
    -25.2%, 7.38µM*, 0.9%, 5.3%, 10µM*, 0.2%
> Cc1ccc(/C=N/n2nnnc2N)cc1[N+](=O)[O-]
    2.7%, 54.3%[activator], ?, 12.8%, -2.5%, 1.4%
> COC(=O)N1C(=O)[C@](c2ccccc2)(C2CCCCC2)N1C(=O)OC
    -6.8%, 28.1%, 62.3%[activator], 5.01µM*, 14.1%, 0.1%
> COCCNC(=S)N/N=C/c1ccc(OCc2ccc(C(=O)OC)cc2)c(OC)c1
    5.3%, 21.9%, 35.7%[activator], -2.3%, -0.7%, 5.1%
> COC(=O)CSC1=C(C#N)C(c2ccc(Cl)cc2)C(C(=O)OC)C(=O)N1 (configuration not stated)
    3.6%, -9.5%, 0.1%, -5.2%, -14.6%, 7.6%

Every second line gives: Tb PYK inh, Pf growth 48h, Pf growth 96h, Sm TGR block, HCV inh, LmPK inh
> O=C(CC1C(=O)NCCN1Cc1c(F)cccc1Cl)NC1CCCCCC1 (configuration not stated)
    6.1%, ?, ?, 13.4%, -3.7%, 6.6%
> CC(CP(=O)(O)O)NC(=O)Cc1ccccc1 (configuration not stated)
    0.1%, 7.8%, 5.6%, 6.8%, -9.5%, -7.0%
> O=C(Nc1ccc2c(c1)C(=O)NC2=O)c1cc(Cl)ccc1Cl
    1.6%, 8.7%, 75.0%[activator], -9.0%, 0.8%, -0.8%
> NS(=O)(=O)c1cccc(NC(=O)c2cc(-c3cccs3)nc3ccccc23)c1
    -0.4%, ?, ?, -6.1%, -29.1%, 3.5%
> O=C(O)CCC(=O)N1N=C(c2cccs2)CC1c1cccc([N+](=O)[O-])c1 (configuration not stated)
    8.0%, -16.8%, 343.4%[activator], -19.1%, 12.6%, 7.0%
> COc1ccc(C(=O)NC(=S)Nc2ccc3oc(=O)ccc3c2)cc1[N+](=O)[O-]
    -9.9%, ?, -9.9%, ?, -2.2%, -9.2%
> CCOC(=O)C1C2C=CC3(CN(Cc4ccccc4)C(=O)C13)O2 (configuration not stated)
    1.0%, 24.2%, ?, -14.8%, 11.2%, -6.8%
> Cc1nc(SCC(=O)c2cc3ccccc3oc2=O)c(C#N)c(-c2ccccc2)c1C(=O)Nc1ccccc1
    -6.7%, 10.6%, -83.1%, -2.8%, ?, 0.0%
> COC(=O)c1cc(C(=O)OCC(=O)NC(=O)NCc2ccccc2)cc([N+](=O)[O-])c1
    -4.6%, 1.4%, -8.3%, -5.6%, -6.3%, /
> COc1cc2c(cc1OC)CN(C1CCCN(Cc3cc(Cl)ccc3O)C1)CC2 (configuration not stated)
    4.6%, ?, 9.28µM*, ?, -13.9%, 0.6%

Every second line gives: Tb PYK inh, Pf growth 48h, Pf growth 96h, Sm TGR block, HCV inh, LmPK inh
> COc1ccc(F)cc1S(=O)(=O)n1nc(C)cc1C
    -1.6%, -4.3%, -29.1%, 8.3%, -3.1%, -5.8%
> CCC(C)(C)n1nnnc1C(c1cc2cc(C)cc(C)c2[nH]c1=O)N1CCN(C(=O)c2ccco2)CC1 (configuration not stated)
    0.0%, ?, 1.65µM*, 17.8µM*, -10.1%, 2.5%
> CCc1ccnc(NS(=O)(=O)c2ccc3c(c2)OCCO3)c1
    1.1%, ?, 13.3%, 20.9%, -4.0%, 4.5%
> COC(=O)C(Cc1c[nH]c2ccccc12)NC(=O)c1ccc2nc[nH]c2c1 (configuration not stated)
    -2.7%, 156.4%[activator], 268.2%[activator], -1.9%, 20.1%, /
> Cn1c(O)c(/C=C2\N=c3ccccc3=C2CCNC(=S)NC2CC2)c(=O)n(C)c1=O
    ?, -4.9%, -4.7%, 5.62µM*, 7.3%, 7.4%
> COCc1c(C(=O)Nc2ccc3nc(N4CCOCC4)sc3c2)oc2ccccc12
    4.0%, ?, ?, -12.2%, ?, /
> CCCCn1c(CNC(C)=O)nc2ccccc21
    4.4%, 9.6%, 21.2%, -3.3%, 9.5%, -5.8%
> O=C(COc1ccc([N+](=O)[O-])cc1)N/N=C/c1ccccn1
    5.7%, 13.8%, 49.8%[activator], 1.2%, -9.0%, -0.3%
> COc1ccc(Cl)cc1NC(=O)C/C(C)=N/NC(=O)c1ccccc1[N+](=O)[O-]
    -2.5%, 36.3%[activator], -11.9%, 0.1%, 3.1%, 1.6%
> CCOC(=O)CC(NC(=O)c1ccco1)c1ccc(C)cc1 (configuration not stated)
    -1.6%, 2.8%, 6.57µM*, -3.7%, -6.1%, 1.3%

Every second line gives: Tb PYK inh, Pf growth 48h, Pf growth 96h, Sm TGR block, HCV inh, LmPK inh
> COc1ccc(SCCN2CC[C@@H](NC(=O)OCc3ccccc3)CCC2=O)cc1
    -1.4%, ?, ?, -12.4%, ?, /
> CCN(CC)C(=O)/C(=C\c1ccc2c(c1)OCO2)NC(=O)c1ccc(Br)cc1
    3.3%, -6.7%, 35.8%[activator], 1.2%, 0.5%, 2.5%
> COc1cccc(C2=CC(=O)C[C@H](c3ccc(Cl)cc3)C2)c1
    1.8%, 2.94µM*, ?, -2.3%, -4.4%, /
> COc1ccc(Br)cc1CNC(=O)C1CCN(S(=O)(=O)N2CCCCC2)CC1
    -8.6%, ?, ?, -10.5%, -21.8%, 1.2%
> NC1=C(Br)C(=O)c2ccccc2C1=O
    -5.8%, 2.62µM*, 1.04µM*, ?, ?, -29.4%
> CC(C)Oc1cccc(C(=O)Nc2ccc(Br)cc2F)c1
    2.6%, 343.0%[activator], 1.5%, -0.2%, ?, 0.0%
> Cc1ccc(N2C(=O)NC(=O)/C(=C\c3cccn3C(C)(C)C)C2=O)cc1
    -11.3%, 4.9%, 24.1%, ?, 20.8%, 2.6%
> CC1(C)OC2OC(C(=O)N/N=C/c3ccccc3F)C3OC(C)(C)OC3C2O1 (configuration not stated)
    0.0%, 12.1%, 67.9%[activator], -0.5%, 4.3%, 0.3%
> CCO[C@@H]1OC(C(=O)NCc2ccccc2)=C[C@H](C2CCCCC2)[C@H]1CCCO
    1.5%, ?, 9.28µM*, 7.8%, -1.8%, 8.0%
> CC(=O)Oc1ccccc1N(C(C)=O)S(=O)(=O)c1cccc([N+](=O)[O-])c1
    -0.6%, ?, 12.8%, /, 4.9%, -3.2%

Every second line gives: Tb PYK inh, Pf growth 48h, Pf growth 96h, Sm TGR block, HCV inh, LmPK inh
> O=C(CCC1CCCN(C(=O)CC2=CCCCC2)C1)N1CCN(c2ccccn2)CC1 (configuration not stated)
    -13.6%, -3.3%, ?, 38.9%[activator], ?, -0.7%
> O=C(CN(C(=O)c1csnn1)c1ccc(F)c(Cl)c1)NCc1ccccc1
    6.8%, -8.5%, ?, 5.9%, -0.4%, 8.4%
> CCc1nc(NCC(C)C)c(C#N)c2c1COC(C)(C)C2
    -0.5%, 11.8%, 52.0%[activator], 7.0%, 20.6%, -5.0%
> COc1ccc(C(=O)NC2(C(F)(F)F)C(=O)N(Cc3ccco3)C3=C2C(=O)CC(C)(C)C3)cc1OC (configuration not stated)
    -3.5%, -29.3%, ?, -19.6%, 27.9%, -1.9%
> Oc1ccc(C[C@H]2CNCCN2CCc2cccc3ccccc23)cc1
    2.6%, 5.22µM*, 4.65µM*, -15.2%, ?, /
> COCCN(CCOC)S(=O)(=O)c1ccc(C(=O)Nc2nnc(C)o2)cc1
    -7.7%, /, 15.8%, -0.5%, 16.9%, 0.3%
> Cc1cc(C)c2c(CN3CCCCC3)cc(=O)oc2c1
    0.8%, 17.3%, 4.4%, 34.3%, 0.8%, -9.1%
> O=C(NC(=S)N1CCOCC1)C12CCC3CC(CC(C3)C1)C2
    3.5%, -5.7%, -15.2%, -6.6%, 14.1%, -5.0%
> O=C(NNC(=S)Nc1ccccc1)c1cccc(S(=O)(=O)N2CCOCC2)c1
    -13.1%, ?, ?, /, 16.3%, 1.6%
> CCOc1ccc(NS(=O)(=O)c2c(C)nc3sccn3c2=O)cc1
    2.6%, -7.6%, 19.7%, -21.5%, 0.5%, -5.1%

In a second layout: results already given.
| structure | Tb PYK inh | Pf growth 48h | Pf growth 96h | Sm TGR block | HCV inh | LmPK inh |
| --- | --- | --- | --- | --- | --- | --- |
| CCO[C@@H]1OC(C(=O)NCc2ccccc2)=C[C@H](C2CCCCC2)[C@H]1CCCO | 1.5% | ? | 9.28µM* | 7.8% | -1.8% | 8.0% |
| CC(=O)Oc1ccccc1N(C(C)=O)S(=O)(=O)c1cccc([N+](=O)[O-])c1 | -0.6% | ? | 12.8% | / | 4.9% | -3.2% |
| O=C(CCC1CCCN(C(=O)CC2=CCCCC2)C1)N1CCN(c2ccccn2)CC1 (configuration not stated) | -13.6% | -3.3% | ? | 38.9%[activator] | ? | -0.7% |
| O=C(CN(C(=O)c1csnn1)c1ccc(F)c(Cl)c1)NCc1ccccc1 | 6.8% | -8.5% | ? | 5.9% | -0.4% | 8.4% |
| CCc1nc(NCC(C)C)c(C#N)c2c1COC(C)(C)C2 | -0.5% | 11.8% | 52.0%[activator] | 7.0% | 20.6% | -5.0% |
| COc1ccc(C(=O)NC2(C(F)(F)F)C(=O)N(Cc3ccco3)C3=C2C(=O)CC(C)(C)C3)cc1OC (configuration not stated) | -3.5% | -29.3% | ? | -19.6% | 27.9% | -1.9% |
| Oc1ccc(C[C@H]2CNCCN2CCc2cccc3ccccc23)cc1 | 2.6% | 5.22µM* | 4.65µM* | -15.2% | ? | / |
| COCCN(CCOC)S(=O)(=O)c1ccc(C(=O)Nc2nnc(C)o2)cc1 | -7.7% | / | 15.8% | -0.5% | 16.9% | 0.3% |
| Cc1cc(C)c2c(CN3CCCCC3)cc(=O)oc2c1 | 0.8% | 17.3% | 4.4% | 34.3% | 0.8% | -9.1% |
| O=C(NC(=S)N1CCOCC1)C12CCC3CC(CC(C3)C1)C2 | 3.5% | -5.7% | -15.2% | -6.6% | 14.1% | -5.0% |

Other records.
Every second line gives: Tb PYK inh, Pf growth 48h, Pf growth 96h, Sm TGR block, HCV inh, LmPK inh
> CCCCc1c(O)n2c(nc3ccccc32)[nH]c1=O
    -7.7%, -6.2%, /, 3.6%, 4.7%, -6.1%
> Cc1cc(-n2c(SCC(=O)Nc3ccc(F)c(F)c3)nc3n[nH]c(C)c3c2=N)ccc1Cl
    -7.3%, ?, 35.8%, -0.3%, ?, 0.1%
> COc1cc(NC(=O)C2CCCN2S(=O)(=O)c2cccc3cccnc23)cc(OC)c1OC (configuration not stated)
    -1.3%, 11.2%, -12.7%, -6.1%, 6.1%, 2.1%
> CCN(CC(=O)Nc1c(F)cccc1F)C(=O)C1CCCN(C(=O)c2ccc(Cl)cc2)C1 (configuration not stated)
    -6.1%, 28.4%, ?, 4.2%, -1.8%, -5.0%
> COCCNC(=O)CN(Cc1cccs1)C(=O)CCC(=O)Nc1nccs1
    -8.3%, -2.8%, 68.8%[activator], 11.2%, 4.6%, 0.8%
> CCOC(=O)C1(P(=O)(c2ccccc2)c2ccccc2)CCC1
    -10.5%, /, -13.7%, -4.8%, 23.5%, -3.4%

From PubChem BioAssay
